Bioassay records: PubChem BioAssay, several laboratories
L major viab: inhibitors of Leishmania major promastigote growth; Leishmania major promastigotes, resazurin fluorescence viability; inhibition, % at 10 µM; hit rate 9% among 200,000; in the data active = inhibition above about 50%;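 note: promastigotes grown with compound for 44 hours at 28 °C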
APP transl inh: APP translation inhibition; SH-SY5Y APP 5'UTR-luciferase reporter, luminescence; inhibition, % at 2 µM; hit rate 0.82% among 190,000; AID 1285;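 active = inhibition above a set limit, derived from the sample mean plus 3 SD, cut at about 45% in these data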; note: values of inactives mirror those of a sister screen read the other way
RAM network inh: yeast RAM network inhibition | AID 868 | hit rate 1.8% among 190,000 | inhibition, % at 50 µM | S. cerevisiae dse1pr::URA3 reporter, 5-FOA growth OD615, 2 d; analog-sensitive cbk1-as2 kinase mutant strain;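 active = inhibition above a set limit, 3 SD over mean compound inhibition, cut at about 8.4% in these data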;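 note: 0% = DMSO-only wells with no growth and 100% = 10 µM 1-NA-PP1 full growth; inhibition rescues growth on 5-FOA so higher OD means more RAM inhibition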
bIAP activator: increases bovine intestinal alkaline phosphatase activity | purified bovine IAP, CDP-star luminescence, 30 min; hits give high values; fold of DMSO-control signal, blank-subtracted | activation factor at 20 µM | hit rate 0.17% among 200,000 | AID 1016;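 active = activation factor of 2 or more at 20 µM, a signal rise over negative controls twice the positive control's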
TNAP act hiacc: increases human TNAP activity under high phosphate acceptor concentration; 200,000 tested, under 10 active; P05186; AID 1136; purified TNAP, CDP-star luminescence, 1 M DEA, 30 min; hits give high values; 0 = EDTA background, 1 = DMSO-only activity; activation factor at 20 µM;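 active = activation factor at least 2 at 20 µM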
Target sequence (P05186 whole entry, looked up): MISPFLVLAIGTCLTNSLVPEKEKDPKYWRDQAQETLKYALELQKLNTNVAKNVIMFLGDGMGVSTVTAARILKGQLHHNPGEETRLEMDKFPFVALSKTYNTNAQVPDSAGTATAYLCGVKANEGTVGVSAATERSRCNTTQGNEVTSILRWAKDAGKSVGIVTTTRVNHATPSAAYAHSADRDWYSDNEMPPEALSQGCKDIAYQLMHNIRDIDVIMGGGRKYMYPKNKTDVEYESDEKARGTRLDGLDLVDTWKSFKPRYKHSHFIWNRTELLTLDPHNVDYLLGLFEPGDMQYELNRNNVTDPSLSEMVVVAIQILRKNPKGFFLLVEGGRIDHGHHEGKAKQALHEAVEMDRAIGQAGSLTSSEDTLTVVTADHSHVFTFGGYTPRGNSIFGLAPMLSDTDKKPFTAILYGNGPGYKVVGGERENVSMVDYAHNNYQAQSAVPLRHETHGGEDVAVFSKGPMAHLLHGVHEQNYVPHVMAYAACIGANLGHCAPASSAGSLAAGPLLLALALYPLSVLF
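Measured by: Luminescent substrate turnover signal | Test system: Human TNAP | Input: TNAP 1/800 final | Dosing: 20 µM single point | Schedule: 30 min, room temperature | Controls: EDTA wells as negative control, DMSO wells as positive control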
FLuc stim CS: affects firefly luciferase, flagging false hits in luciferase stimulation screens. ATPlite luciferase biochemical, luminescence, 10 min; 0 = ATP-free wells, 1 = DMSO control. AID 1027. 200,000 tested, under 10 active. P08659. activation factor at 10 µM;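 active = luciferase activation factor, scaled between plate controls, of at least 2 with compound at 10 µM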
Target sequence (P08659 whole entry, looked up): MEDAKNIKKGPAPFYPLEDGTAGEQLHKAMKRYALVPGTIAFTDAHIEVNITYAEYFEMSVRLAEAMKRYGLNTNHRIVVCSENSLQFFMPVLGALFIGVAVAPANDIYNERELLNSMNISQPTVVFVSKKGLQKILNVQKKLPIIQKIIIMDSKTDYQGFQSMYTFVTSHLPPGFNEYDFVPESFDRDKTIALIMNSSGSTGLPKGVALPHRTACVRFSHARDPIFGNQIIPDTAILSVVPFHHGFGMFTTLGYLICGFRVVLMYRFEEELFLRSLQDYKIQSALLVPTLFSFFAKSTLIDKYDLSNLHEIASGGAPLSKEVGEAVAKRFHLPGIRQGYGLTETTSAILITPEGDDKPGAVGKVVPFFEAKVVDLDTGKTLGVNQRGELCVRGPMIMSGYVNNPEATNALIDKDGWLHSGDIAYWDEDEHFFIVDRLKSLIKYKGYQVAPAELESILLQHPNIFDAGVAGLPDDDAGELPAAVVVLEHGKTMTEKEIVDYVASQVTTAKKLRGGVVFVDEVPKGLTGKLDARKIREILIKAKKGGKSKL
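assay system = Luciferase/luciferin detection reagent, cell-free biochemical luciferase assay | also added = ATP substrate | times = 10 min post-reagent at room temperature | measured by = luminescence from luciferase reaction | measure = luciferase activation, seen as luminescence increase over controls | benchmarks = low control with PBS replacing ATP, high control enzyme plus ATP without compound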
TNAP inh hiacc: blocks human TNAP under high phosphate acceptor concentration | P05186 | hit rate 0.03% among 200,000 | purified TNAP, CDP-star luminescence, 1 M DEA | inhibition, % at 20 µM;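 active = over 50% inhibition of tissue-nonspecific alkaline phosphatase at 20 µM in the single-dose screen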;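 note: plate controls were DMSO wells for no effect and EDTA-quenched wells as full inhibition for full effect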
bIAP inh: intestinal alkaline phosphatase (bovine) inhibition; purified bovine IAP, CDP-star luminescence, 30 min; 190,000 tested, under 10 active; inhibition, % at 20 µM;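 active = over 50% inhibition of intestinal alkaline phosphatase at 20 µM in the single-dose screen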
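Assay system – bovine IAP enzyme · Quantity – bovine IAP at 1/65,000,000 final dilution · Detection – CDP-star luminescence signal · Times – 30 min reaction at room temperature · Also added – CDP-star substrate at 30 µM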
FLuc inh counter: inhibits firefly luciferase, flagging false hits in luciferase inhibition screens; P08659; ATPLite firefly luciferase biochemical luminescence, 10 min; inhibition, % at 10 µM; hit rate 1.5% among 200,000;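 active = inhibition above about 50% when tested at 10 µM, limit read from the data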
TNAP inh no acc: TNAP (human) inhibition, acceptor-free conditions. P05186. purified TNAP, CDP-star luminescence, 30 min. inhibition, % at 20 µM. hit rate 0.26% among 200,000;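 active = tissue-nonspecific alkaline phosphatase inhibition above about 50% at 20 µM in the single-dose screen, limit read from the data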;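 note: 0% = DMSO negative control and 100% = EDTA positive control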
An asterisk follows results filed as active; . = no result given.

SMILES | L major viab | APP transl inh | RAM network inh | bIAP activator | TNAP act hiacc | FLuc stim CS | TNAP inh hiacc | bIAP inh | FLuc inh counter | TNAP inh no acc
NC(=S)NNc1cc(Cl)cc(Cl)c1 | 9 | 15 | -0.7 | 0.8 | 1 | 1.1 | 0 | 22 | -7 | 16
CC(C(=O)OCn1nnc2ccccc2c1=O)N1C(=O)c2ccccc2C1=O (stereo not given) | -7 | -19 | 5.4 | 0.9 | 1.1 | 1.1 | -6 | 9 | -8 | -14
CCOc1ccc(N2C(=O)C3CC(C)=C(C)CC3C2=O)c([N+](=O)[O-])c1 (stereo not given) | 1 | 25 | 0.3 | 1 | 1 | 1.1 | -4 | 4 | -8 | 0
CCOc1ccccc1C(=O)NC(C(=O)Nc1cccc(S(N)(=O)=O)c1)C(C)C (stereo not given) | 10 | -6 | 0.4 | 0.9 | 1 | 1 | 3 | 14 | -1 | -2
Cc1cc(NC(=O)c2ccc(S(=O)(=O)N3CCc4ccccc43)cc2)no1 | 14 | -8 | 2.6 | 1 | 1 | 1 | -2 | 2 | -4 | 12
Cc1cc(NC(=O)CSc2ncn[nH]2)no1 | 6 | 27 | 0.8 | 1.2 | 1 | 1 | 0 | -22 | -3 | 3
COC(=O)c1c(C)oc2ccc(N(C(=O)c3ccncc3)S(=O)(=O)c3ccccc3)cc12 | 3 | -3 | 0.9 | 1 | 1.1 | 1.1 | -7 | 3 | -7 | -9
COCC(C)NS(=O)(=O)c1ccc(NC(=O)C(Cc2ccccc2)NC(N)=O)cc1 (stereo not given) | -9 | 7 | 2.9 | 1 | 1.1 | 1.1 | -10 | -2 | -6 | -13
COc1ccc(/C=C/C(=O)NC(=S)NNC(=O)Cc2cccs2)cc1 | 98* | -27 | 6.1 | 1.1 | 1 | 1 | 1 | -5 | -1 | 6
COc1cccc(C2N(c3cccc(Cl)c3)C(=O)C3CCCN32)c1 (stereo not given) | -3 | 9 | -1.1 | 1 | 1.1 | 1 | -7 | -1 | -4 | -16
OCC1(CCc2ccccc2)CCN(Cc2ccc3nsnc3c2)CC1 | 88* | -20 | 1.7 | 1 | 1 | 1 | 1 | -3 | -3 | 4
CCc1ccccc1S(=O)(=O)Cc1ccc(C(=O)N2CCN(c3ccccc3OC)CC2)o1 | 21 | -16 | 1.8 | 1 | 1 | 1 | -4 | -1 | -2 | -15
COc1ccc(S(=O)(=O)Nc2ccc(S(=O)(=O)N(C)C)cc2)cc1[N+](=O)[O-] | 30 | -3 | 1.5 | 1.2 | 1 | 1 | -4 | -18 | -5 | -9
O=C(O)c1ccc2c(c1)C(=O)N(Cc1ccccc1)C2=O | -3 | -21 | -1.0 | 0.9 | 1 | 1 | 1 | 10 | -3 | -7
N=c1n(CCN2CCOCC2)c2ccccc2n1CC(=O)c1ccc(Cl)c(Cl)c1 | 66* | -12 | 0.3 | 1.1 | 1 | 1 | -4 | -15 | -2 | -5
CC(C)c1cc(C(=O)N2CCN(C(c3ccccc3)c3ccccc3)CC2)no1 | -2 | 1 | 0.9 | 0.6 | 1 | 1 | -3 | 36 | -4 | -6
CCN(CCCNC(=O)CCn1c(=O)[nH]c2ccccc2c1=O)c1ccccc1 | 2 | -4 | 0.9 | 1 | 0.9 | 1.1 | 8 | 4 | -6 | 31
CCOCCCNC(=O)C1CCCN1C(=O)NC1CCCCC1 (stereo not given) | 2 | 0 | 0.3 | 1 | 1.1 | 1.1 | -6 | 1 | -6 | -11
Cc1ccc(N2C(=O)c3ccc(C(=O)N4CCN(c5cccc(C)c5C)CC4)cc3C2=O)cc1 | -8 | 12 | 4.0 | 0.9 | 1 | 1.1 | -3 | 7 | -10 | -5
CCc1ccc2[nH]c(=O)c(CN(CCN3CCOCC3)C(=O)Nc3ccccc3F)cc2c1 | 3 | 1 | 0.3 | 1 | 1 | 1 | -2 | 1 | -2 | -4
O=C(Nc1ccccc1C(=O)OCn1nnc2ccccc2c1=O)c1ccco1 | 1 | -16 | 2.6 | 0.9 | 1 | 1 | -2 | 15 | -2 | -9
COc1cc(Nc2ccccc2Cl)c([N+](=O)[O-])nc1[N+](=O)[O-] | 83* | -5 | 4.0 | 0.9 | 1 | 1 | 4 | 8 | -2 | 1
COc1ccc(CCC(=O)Nc2cccc(S(=O)(=O)N(C)C)c2)cc1OC | -1 | 4 | -1.2 | 1 | 1 | 1 | 3 | 2 | -2 | -14
Cc1cc(C)c(C#N)c(N2CCC(C(N)=O)CC2)n1 | -1 | -27 | 3.2 | 1.1 | 1 | 1 | -2 | -6 | 4 | -6
CCOC(=O)C1CCCN(C(=O)c2ccc(OC)c([N+](=O)[O-])c2)C1 (stereo not given) | -10 | 5 | 0.3 | 1 | 1 | 1 | -3 | -4 | -3 | -12
O=C(c1ccccc1)N1CCCC(C(=O)N2CCCCCC2)C1 (stereo not given) | -1 | 1 | 2.5 | 1 | 0.9 | 1 | 6 | 4 | 5 | 4
Cc1ccc(S(=O)(=O)NC(=O)Nc2ccccc2F)cc1 | -2 | 15 | 6.5 | 0.9 | 1 | 1 | 0 | 6 | -1 | -3
Cc1ccc2c(Cl)cc(Cl)c(OCC(=O)O)c2n1 | -7 | 4 | 0.7 | 1 | 1.1 | 1.1 | -8 | 2 | -6 | -9
O=C(c1ccc(OC2CCN(CCc3ccccc3)CC2)cc1)N1CCCC(O)C1 (stereo not given) | -3 | 6 | 0.8 | 1.1 | 1.1 | 1.1 | -7 | -8 | -9 | -11
COC(=O)C(C)(C)ONC(=O)Nc1ccccc1[N+](=O)[O-] | 6 | -5 | -1.0 | 0.9 | 1 | 1.1 | 1 | 5 | -8 | -14

Next part; it opens with the five that closed the last part.
SMILES | L major viab | APP transl inh | RAM network inh | bIAP activator | TNAP act hiacc | FLuc stim CS | TNAP inh hiacc | bIAP inh | FLuc inh counter | TNAP inh no acc
O=C(c1ccccc1)N1CCCC(C(=O)N2CCCCCC2)C1 (stereo not given) | -1 | 1 | 2.5 | 1 | 0.9 | 1 | 6 | 4 | 5 | 4
Cc1ccc(S(=O)(=O)NC(=O)Nc2ccccc2F)cc1 | -2 | 15 | 6.5 | 0.9 | 1 | 1 | 0 | 6 | -1 | -3
Cc1ccc2c(Cl)cc(Cl)c(OCC(=O)O)c2n1 | -7 | 4 | 0.7 | 1 | 1.1 | 1.1 | -8 | 2 | -6 | -9
O=C(c1ccc(OC2CCN(CCc3ccccc3)CC2)cc1)N1CCCC(O)C1 (stereo not given) | -3 | 6 | 0.8 | 1.1 | 1.1 | 1.1 | -7 | -8 | -9 | -11
COC(=O)C(C)(C)ONC(=O)Nc1ccccc1[N+](=O)[O-] | 6 | -5 | -1.0 | 0.9 | 1 | 1.1 | 1 | 5 | -8 | -14
COc1ccc(CN(C(=O)c2snc(C(N)=O)c2N)C(C(=O)NC(C)(C)C)c2ccco2)cc1 (stereo not given) | 8 | 8 | 0.0 | 1 | 1.1 | 1.1 | -7 | -3 | -9 | -3
Cc1c(Br)c([N+](=O)[O-])nn1C(C)C(=O)NCc1cccs1 (stereo not given) | 1 | -11 | 1.2 | 0.9 | 1.1 | 1 | -6 | 6 | -4 | -12
O=C(N/C(=C/c1cn(-c2ccccc2)nc1-c1ccccc1)C(=O)N1CCOCC1)c1ccccc1 | 1 | 4 | 3.5 | 0.7 | 1 | 1.1 | -3 | 32 | -11 | -4
COCCn1c(=S)[nH]c2cc(C(=O)NCC3CCCO3)ccc2c1=O (stereo not given) | -6 | 8 | 0.9 | 0.9 | 1 | 1 | 2 | 11 | 2 | -4
Cc1cc(NC(=O)c2c([N+](=O)[O-])cnn2C)no1 | 46 | -4 | 0.1 | 1.1 | 1 | 1 | -3 | -14 | -3 | -10
CN(c1ccc(C(=O)N2CCCCC2)cc1)S(C)(=O)=O | -8 | 5 | 0.7 | 0.9 | 1 | 1.1 | -4 | 10 | -6 | -10
O=C(c1ccccc1)N1CCCCC(S(=O)(=O)c2ccc3ccccc3c2)C1=O (stereo not given) | -5 | 6 | 3.8 | 0.9 | 1 | 1.1 | 1 | 7 | -7 | -11
CCSc1nnc(NC(=O)CSc2nnc(Cc3cccn3C)n2-c2ccc(F)cc2)s1 | -6 | -12 | 1.6 | 1 | 1 | 1 | -5 | 3 | -4 | -12
O=C(Nc1ccc(NC(=O)c2ccco2)c(Cl)c1)c1ccccc1 | -5 | -45 | 0.7 | 1 | 1.1 | 1 | -6 | 2 | 0 | -7
CN1CCCC1CCNC1C2CC3CC(C2)CC1C3 (stereo not given) | 53* | 2 | 1.7 | 1.1 | 1 | 1.1 | -2 | -6 | -7 | 10
CSc1ccccc1NC(=O)CN(Cc1ccccc1)S(C)(=O)=O | 5 | 4 | 1.0 | 1.1 | 1.1 | 1 | -7 | -6 | -4 | -11
CC(C)COC(=O)N1CC(O)CC1C(=O)O (stereo not given) | -7 | 13 | 0.6 | 1 | 1 | 1 | -4 | 1 | -2 | -9
CCCNC(=O)C(CC)NS(=O)(=O)c1ccc(OC)cc1 (stereo not given) | -4 | -8 | 1.5 | 0.9 | 1.1 | 1.1 | -6 | 9 | -9 | -16
COc1ccc(CNC(=O)COC(=O)c2cc(-c3ccco3)nc3ccccc23)cc1 | -2 | 3 | 4.2 | 1 | 1 | 1 | -2 | 2 | -2 | 2
Cc1c(NN=C(C#N)C#N)c(=O)n(-c2ccccc2)n1C | -2 | 14 | 1.0 | 1 | 1 | 1 | -3 | -2 | -2 | -5
O=C1CC(NC23CC4CC(CC(C4)C2)C3)C(=O)N1c1ccc2c(c1)OCO2 (stereo not given) | -4 | -8 | 2.8 | 0.9 | 1 | 1.1 | -5 | 15 | -5 | -13
COc1ccc(-c2[nH]nc3c2C(c2ccc(OC(=O)N4CCOCC4)cc2)C(C#N)=C(N)O3)cc1 (stereo not given) | 40 | 0 | 1.1 | 0.5 | 1 | 1 | 1 | 48 | -4 | 30
COc1cc(CO)cc(Br)c1OCC(=O)Nc1cccc2ccccc12 | 1 | 0 | 3.4 | 1 | 1 | 1.1 | -1 | 3 | -5 | -10
COc1ccc(CC(=O)Nc2cc(S(=O)(=O)N3CCCCC3)ccc2C)cc1OC | 1 | -1 | 1.6 | 1.1 | 1 | 1.1 | -4 | -5 | -8 | -17
CCNC(=S)N/N=C1\C(=O)c2cccc3cccc1c23 | 11 | -4 | 3.1 | 0.8 | 0.9 | 1 | 7 | 18 | -3 | 13
COc1ccc(CNC(NC(=O)c2ccccc2)(C(F)(F)F)C(F)(F)F)cc1 | 22 | 1 | 0.3 | 0.9 | 1 | 1 | 4 | 11 | -2 | -3
CCC(=O)Nc1cccc(-n2nnnc2SCC(=O)N(C(C)C)C(C)C)c1 | 44 | 2 | 1.4 | 0.9 | 1 | 1.1 | -3 | 6 | -7 | -8
Cc1ccc2[nH]c(=O)c(CN(CCO)C(=O)NCc3ccccc3)cc2c1 | . | . | 0.6 | 1 | 1 | 1 | 1 | 2 | 1 | -5
COc1ccc(CCNC(=O)COC(=O)c2ccco2)cc1OC | -3 | -10 | 2.1 | 0.9 | 1.1 | 1 | -8 | 9 | -4 | -14
